Compound activity (PubChem BioAssay)
RAD52 anneal inh – RAD52 DNA annealing inhibitors, primary screen, biochemical, FRET, single point, set 2 | inhibition, % at 18.7 µM | DNA repair protein RAD52 homolog (Homo sapiens), P43351 | recombinant RAD52 DNA annealing, FRET fluorescence | 0.46% of 360,000 active;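 active = every replicate showing at least 50% inhibition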
ERAP1 inh – human ERAP1 aminopeptidase inhibitors, primary screen, biochemical, single point, plate reader; Endoplasmic reticulum aminopeptidase 1 (Homo sapiens), Q9NZ08; AID 652197, 2013; 0.15% of 340,000 active; recombinant ERAP1, Leu-AMC fluorescence, 60 min; inhibition, % at 10.7 µM;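 active = mean replicate inhibition of at least 30%, or all replicates individually reaching that 30% level; inactive = mean below 30% and not every replicate reaching it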;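 also: 0% = neutral control wells and 100% = L-leucinethiol positive control wells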
Target sequence (Q9NZ08 whole entry, looked up): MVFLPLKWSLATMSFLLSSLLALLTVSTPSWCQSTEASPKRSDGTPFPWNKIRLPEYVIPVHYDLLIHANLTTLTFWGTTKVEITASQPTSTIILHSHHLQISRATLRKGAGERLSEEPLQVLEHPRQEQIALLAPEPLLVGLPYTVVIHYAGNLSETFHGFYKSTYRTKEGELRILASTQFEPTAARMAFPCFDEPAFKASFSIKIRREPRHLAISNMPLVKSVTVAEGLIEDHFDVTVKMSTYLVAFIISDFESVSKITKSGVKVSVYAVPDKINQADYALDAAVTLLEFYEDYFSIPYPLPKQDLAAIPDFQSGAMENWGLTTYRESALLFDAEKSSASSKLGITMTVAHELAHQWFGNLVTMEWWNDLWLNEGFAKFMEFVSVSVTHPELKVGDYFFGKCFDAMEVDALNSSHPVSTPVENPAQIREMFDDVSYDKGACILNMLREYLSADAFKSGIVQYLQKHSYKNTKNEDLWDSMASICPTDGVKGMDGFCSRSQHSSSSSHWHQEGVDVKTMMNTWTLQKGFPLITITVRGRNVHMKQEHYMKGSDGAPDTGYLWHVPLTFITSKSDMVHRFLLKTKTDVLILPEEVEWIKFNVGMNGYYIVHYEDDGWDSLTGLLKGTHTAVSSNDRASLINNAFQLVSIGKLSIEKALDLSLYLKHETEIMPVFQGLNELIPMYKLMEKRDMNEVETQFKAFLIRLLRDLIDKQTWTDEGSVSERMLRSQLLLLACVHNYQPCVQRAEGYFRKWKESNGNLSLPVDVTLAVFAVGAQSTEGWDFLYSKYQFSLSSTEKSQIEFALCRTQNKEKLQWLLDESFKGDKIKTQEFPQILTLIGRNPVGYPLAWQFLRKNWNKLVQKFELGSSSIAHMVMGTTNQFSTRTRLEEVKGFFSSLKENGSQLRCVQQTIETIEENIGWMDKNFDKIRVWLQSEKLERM
E-sel inducer – E-selectin induction in HUVECs, primary screen, imaging, HUVEC, immunofluorescence imaging, single point; activation, % at 7.58 µM; normalized: neutral wells 0, TNF-alpha wells 100; P16581; 0.37% of 260,000 active;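 active = mean E-selectin-positive cell signal at least 10% of the positive control, reached in at least 60% of replicates, without over 20% cell loss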;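 also: in these data hits start at about 27%; measured in HUVEC primary endothelial cells; signal is the percent of cells scored E-selectin positive by PE staining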
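System: HUVEC, human umbilical vein endothelial cells; quantity: 3,000 cells/well; buffer or medium: EGM-2 medium, gelatin-coated wells; dosing: single-point compound dose; detection: immunofluorescence imaging; evaluation: % PE-positive cells; benchmarks: TNF-alpha, DMSO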
PglD inh – C. jejuni PglD acetyltransferase inhibitors, primary screen, biochemical, DTNB colorimetric, single point. purified PglD enzyme, DTNB colorimetric CoA detection. AID 602405, 2012. 0.098% of 360,000 active. UDP-N-acetylbacillosamine N-acetyltransferase PglD (Campylobacter jejuni). inhibition, % at 12.5 µM; in the data active = inhibition above about 16%, passing the limit was not always enough; also: strong numbers were not always called active
Cneo AK release – Cryptococcus neoformans cell lysis inducers, primary screen, AK release luminescence, single concentration; C. neoformans lysis, adenylate kinase release luminescence, 4 h; normalised: neutral wells 0, clomiphene wells 100; lysis activity, % at 15 µM; 0.2% of 360,000 active; AID 651654, 2012;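 active = mean lysis activity across replicates of at least 80%, whatever share of replicates individually reach that level; inactive = mean lysis activity below 80%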
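Material: C. neoformans cells | Amount: Yeast cell density of 5 × 10^6 cells/mL | Medium: Fresh YPD growth medium | Dosing: Single dose | Times: Static 4 h at 37 °C with compound, 1 h detection | Detection: AK luminescence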
PGC1a acetyl inh – inhibitors of PGC1a acetylation signal, primary screen, cell-based, U2OS, AlphaScreen, inhibitor mode. AlphaScreen anti-acetyl-lysine; with virally co-expressed GCN5 acetyltransferase. inhibition, % at 15.6 µM. AID 651687, 2012. 0.17% of 350,000 active;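 active = every replicate shows inhibition of at least 40%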;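 also: 0% = neutral control wells and 100% = positive control wells; some results beyond the cut were filed as inactive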
RAD54 branch – inhibitors of human RAD54 branch migration, primary screen, biochemical, fluorescence, single point; RAD54 Holliday junction branch migration, FAM/BHQ fluorescence; inhibition, % at 10.4 µM; 0.14% of 360,000 active; AID 602329, 2012;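 active = mean normalized replicate activity at least 40 and at least half of replicates scoring 40 or more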;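 also: 0% = median of neutral control wells and 100% = median of positive control wells; inhibitors cause a drop in the FAM fluorescence signal; in these data hits start at about 50%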
miR122 inh – miR-122 Renilla sensor signal increase in Huh7, primary screen, miR-122 inhibitor project, cell-based, single point, plate reader. Huh7 miR-122 Renilla luciferase sensor, 48 h; neutral wells = 0, positive control = 100. activation (reporter increase), % at 12.5 µM. 0.3% of 340,000 active;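 active = mean replicate activation score at least 90 and every replicate individually at or above 90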;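 also: higher luciferase means less miR-122 activity so hits act as miR-122 inhibitors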
* = called active by the depositor; x = no result given; & = joins results of further samples; [ ] = another dose, or the depositor's remark.

SMILES	RAD52 anneal inh	ERAP1 inh	E-sel inducer	PglD inh	Cneo AK release	PGC1a acetyl inh	RAD54 branch	miR122 inh
COc1ccc(OC)c(C2C(C(=O)c3ccc(C)o3)=C(O)C(=O)N2c2cc(C)on2)c1 (stereo not drawn)	-19	9	x	-6	0	x	12	2
Cc1c(C)n(Cc2ccccc2)c2ncnc(NCCN(C)C)c12	3	-3	x	1	0	-6	3	-7
CCCC#Cc1ccc2c(c1)O[C@H](CN(C)C(=O)c1cccnc1)[C@@H](C)CN([C@H](C)CO)S2(=O)=O	-9	0	-0.3	0	-9	9	-8	20[16.7 µM]
CCc1nc2ccccc2c(C(=O)OCC(=O)C(C)(C)C)c1C	-10	2	-2.0	x	x	-15	x	x
Cc1cc(C)c2[nH]c(=O)c(CN(CC3CCCO3)C(=O)C3CCCO3)cc2c1 (stereo not drawn)	x	x	x	2	-2	1	-3	-5
CCNC(=O)[C@H]1[C@H](CO)[C@H]2Cn3c(ccc(/C=C/c4ccccc4)c3=O)[C@@H]1N2CC	-4	-1	0.5	-3	-3	x	9	5[16.7 µM]
COc1ccc(CCNC2CC(=O)N(N(C)C)C2=O)cc1OC (stereo not drawn)	-13	7	x	6	-4	16	7	1
O=S(=O)(c1ccccc1)N1CCN(C(c2ccccc2)c2ccc(OC(F)(F)F)cc2)CC1 (stereo not drawn)	-12	-8	-0.2	5	2	6	-8	3
Cc1ccc(S(=O)(=O)N(C)C[C@H]2Oc3ccc(NC(=O)Cn4cnnn4)cc3C(=O)N([C@H](C)CO)C[C@@H]2C)cc1	-2	-2	0.0	5	1	-1	11	-17[16.7 µM]
Cc1ccccc1NC(=S)N(Cc1cccnc1)Cc1ccccc1Cl	-33	-7	-0.3	x	x	-18	x	x
O=C(C[C@@H]1C[C@H]2c3cc(NS(=O)(=O)c4ccc(F)cc4)ccc3O[C@H]2[C@@H](CO)O1)N1CCc2ccccc2C1	-9	-6	-0.1	-3	1	5	8	-3[16.7 µM]
N#Cc1ccc(C(=O)N2CCN(C(=O)C3CCCO3)CC2)cc1 (stereo not drawn)	-4	-7	x	0	0	x	9	x
N#CCSc1nnc(Cc2cccc3ccccc23)n1C1CCCCC1	-24	2	x	1	-1	-14	-7	-5
Cc1ccsc1CN(C)CC(=O)NCC(=O)Nc1ccc(F)c(F)c1F	-12	-7	0.6	1	0	-2	-2	16
CCn1c(=NC(=O)c2cccc(N3C(=O)CCC3=O)c2)sc2c(C)ccc(OC)c21	-6	0	0.4	1	0	11	12	-1
C[C@@H]1CN([C@H](C)CO)C(=O)c2cc(NC(=O)Nc3ccc(C(F)(F)F)cc3)ccc2O[C@@H]1CN(C)S(=O)(=O)c1ccc(F)cc1	4	-3	1.1	-5	2	7	2	44[16.7 µM]
COc1ccc(NC(=O)N(C)C[C@H]2Oc3ccc(NS(=O)(=O)c4ccc(F)cc4)cc3C(=O)N([C@H](C)CO)C[C@@H]2C)cc1	17&-13	4&3	-14&0.1	-7&3	2&-1	-8	-7&-4	1[16.7 µM]
COc1cc(C2/C(=C(\O)c3cc(C)ccc3C)C(=O)C(=O)N2CCN(C)C)ccc1O (stereo not drawn)	x	x	x	5	-3	-6	0	-18
COC(=O)c1ccc(CSc2nc3sc4c(c3c(=O)n2C)CCCC4)o1	x	x	x	-2	0	-7	-7	1
COc1ccc(-c2cn(CC[C@H]3CC[C@H](NS(=O)(=O)c4ccccc4C)[C@H](CO)O3)nn2)cc1	4	0	0.3	-4	0	-12	4	x
CC(C)C(NC(=O)c1ccccc1)C(=O)OCn1nnc2ccccc2c1=O (stereo not drawn)	-7	-2	-0.7	2	0	-4	1	x
C[C@H](NC(=O)C[C@@H]1C=C[C@H](NC(=O)C2CCC2)[C@H](CO)O1)c1ccccc1	3	1	0.1	4	-3	-7	2	x
O=C(CN1C(=O)/C(=C2\SC(=S)N(C3CCS(=O)(=O)C3)C2=O)c2ccccc21)Nc1ccc(F)cc1 (stereo not drawn)	6	1	-0.1	1	-2	2	-1	4
Cc1cccc(-c2ccc([C@H]3[C@H]4CN(C(=O)NC(C)C)CCCCN4[C@H]3CO)cc2)c1	21	0	0.1	-6	0	2	-7	4[16.7 µM]
CCOC(=O)C(C)On1c(-n2nc(C)cc2C)nc2ccccc2c1=O (stereo not drawn)	-6	1	x	-3	9	2	8	-5
COc1ccc(/C=N/NC(=O)c2ccc(Cl)cc2)cc1COC(C)=O	x	x	x	-9	1	4	-1	-6
COc1ccc(S(=O)(=O)NC(=O)C2(C)CCN2C(=O)COc2ccc(Cl)cc2)cc1 (stereo not drawn)	-8	4	0.0	-4	4	x	3	x
Cc1ccc2nccc(C(=O)N3CCCC(Nc4ccc(C)c(C)c4)C3)c2c1 (stereo not drawn)	8	0	x	1	4	5	5	-4
Cc1cc(C)c(C)c(S(=O)(=O)N2CCC(C(=O)NCCCN3CCOCC3)CC2)c1C	-8	-1	x	4	-1	9	-9	-2
Cc1ccc(SCCNC(=O)C(C)C)cc1	-17	-1	x	-3	0	-4	5	0
O=S(=O)(c1ccc(F)c(F)c1)N1CCN(c2ncccn2)CC1	-2	2	0.0	-3	1	2	3	-4
CC1=CC2(C)NC(=O)C(C)C12 (stereo not drawn)	-9	-5	0.3	3	-1	3	-2	-1
CCCCNCc1cc2ccccc2o1	-3	-4	x	0	-5	-1	0	-12
CCN(C[C@@H]1[C@H](c2ccccc2)[C@H](CO)N1C(=O)COC)S(C)(=O)=O	-6	0	0.2	1	3	-8	10	0[16.7 µM]
CCOC(=O)COc1coc(CN2CCN(c3cccc(Cl)c3)CC2)cc1=O	-14	-1	x	0	0	x	-4	-1
CNC(=O)C[C@@H]1CC[C@@H]2[C@H](COc3ccc(NC(=O)c4cnccn4)cc3C(=O)N2C)O1	x	x	-0.1	1	1	7	-5	21[16.7 µM]
CN(C)C(=O)C[C@@H]1C[C@H]2c3cc(NC(=O)Nc4ccc(F)cc4)ccc3O[C@H]2[C@@H](CO)O1	-1	-1	-0.2	1	-7	9	-1	-3[16.7 µM]
CC(=O)c1cc2c(cc1NC(=O)c1ccc(-n3nc(C)cc3C)cc1)OCO2	-15	x	-0.6	4	-1	-3	-8	-7
CC(C)(C)c1ccc(C(=O)NCC(=O)OCN2C(=O)c3ccccc3C2=O)cc1	x	x	x	12	5	13	4	-3
S=C(NCc1ccccc1)N1CCN(Cc2ccc3c(c2)OCO3)CC1	-9	0	x	1	0	-7	3	-11
C[C@@H]1CCCCO[C@H](CN(C)C(=O)Nc2ccc3c(c2)OCO3)[C@@H](C)CN([C@@H](C)CO)C(=O)c2cc(NS(C)(=O)=O)ccc2O1	1	-2	-0.1	-1	5	2	-8	-4[16.7 µM]
C=CCNC(=O)C1CC1(c1ccccc1)c1ccccc1 (stereo not drawn)	x	x	x	5	1	1	15	-3
OCCN(CC#CC(O)(c1ccccc1)c1cccc(F)c1)CCO (stereo not drawn)	-10	-1	-0.3	5	4	10	-13	9
COc1ccc(NC(=O)N(C)C[C@H]2Oc3ccc(NC(=O)CCN4CCOCC4)cc3C(=O)N([C@H](C)CO)C[C@H]2C)cc1	-7	1	-0.1	3	-2	-7	4	5[16.7 µM]
CCOc1cc(/C=C2/NC(=O)N(CC(=O)Nc3cccc(C)c3)C2=O)ccc1O	x	x	-0.2	-4	-2	4	-3	-14
CCCC(=O)Nc1ccc2c(c1)C(=O)N(C)C[C@H](OC)[C@@H](C)CN(CCC(F)(F)F)[C@H](C)CO2	x	x	0.1	5	5	5	2	2[16.7 µM]
CN(C)/C(=N\S(=O)(=O)c1ccccc1)c1ccc(F)cc1	-7	4	x	-6	3	8	-8	-2
CCCCn1c(N)c(N(CC(C)C)C(=O)C2CCN(c3ncnc4sc(C)c(C)c34)CC2)c(=O)[nH]c1=O	-26	-4	-0.7	0	0	x	-9	-8
CCCNC(=O)Nc1ccc2c(c1)C(=O)N(C)C[C@@H](OC)[C@@H](C)CN(CCC)[C@H](C)CO2	7	-4	-0.2	1	-9	9	-2	x
CCC(C)Sc1cccc(-c2nc3cc(C)ccn3c2NCc2ccccc2)c1 (stereo not drawn)	2&-18	-4&0	-0.2&0.1	-2	0	-6	-9	8
CC(C)CC#Cc1ccc2c(c1)O[C@@H](CN(C)C(=O)c1ccccc1F)[C@H](C)CN([C@H](C)CO)S2(=O)=O	-1	2	0.5	-2	4	3	-10	12[16.7 µM]
Cc1ccc(CCNC(=O)C2CCCN(S(=O)(=O)c3cccs3)C2)cc1 (stereo not drawn)	-3	11	x	10	-4	-13	9	5

12 entries from above, arranged by length of the SMILES, falling:
SMILES	RAD52 anneal inh	ERAP1 inh	E-sel inducer	PglD inh	Cneo AK release	PGC1a acetyl inh	RAD54 branch	miR122 inh
C[C@@H]1CCCCO[C@H](CN(C)C(=O)Nc2ccc3c(c2)OCO3)[C@@H](C)CN([C@@H](C)CO)C(=O)c2cc(NS(C)(=O)=O)ccc2O1	1	-2	-0.1	-1	5	2	-8	-4[16.7 µM]
COc1ccc(NC(=O)N(C)C[C@H]2Oc3ccc(NC(=O)CCN4CCOCC4)cc3C(=O)N([C@H](C)CO)C[C@H]2C)cc1	-7	1	-0.1	3	-2	-7	4	5[16.7 µM]
CC(C)CC#Cc1ccc2c(c1)O[C@@H](CN(C)C(=O)c1ccccc1F)[C@H](C)CN([C@H](C)CO)S2(=O)=O	-1	2	0.5	-2	4	3	-10	12[16.7 µM]
CCCC(=O)Nc1ccc2c(c1)C(=O)N(C)C[C@H](OC)[C@@H](C)CN(CCC(F)(F)F)[C@H](C)CO2	x	x	0.1	5	5	5	2	2[16.7 µM]
CCCCn1c(N)c(N(CC(C)C)C(=O)C2CCN(c3ncnc4sc(C)c(C)c34)CC2)c(=O)[nH]c1=O	-26	-4	-0.7	0	0	x	-9	-8
CC(C)(C)c1ccc(C(=O)NCC(=O)OCN2C(=O)c3ccccc3C2=O)cc1	x	x	x	12	5	13	4	-3
CC(=O)c1cc2c(cc1NC(=O)c1ccc(-n3nc(C)cc3C)cc1)OCO2	-15	x	-0.6	4	-1	-3	-8	-7
Cc1ccc(CCNC(=O)C2CCCN(S(=O)(=O)c3cccs3)C2)cc1 (stereo not drawn)	-3	11	x	10	-4	-13	9	5
CCC(C)Sc1cccc(-c2nc3cc(C)ccn3c2NCc2ccccc2)c1 (stereo not drawn)	2&-18	-4&0	-0.2&0.1	-2	0	-6	-9	8
CN(C)/C(=N\S(=O)(=O)c1ccccc1)c1ccc(F)cc1	-7	4	x	-6	3	8	-8	-2
OCCN(CC#CC(O)(c1ccccc1)c1cccc(F)c1)CCO (stereo not drawn)	-10	-1	-0.3	5	4	10	-13	9
C=CCNC(=O)C1CC1(c1ccccc1)c1ccccc1 (stereo not drawn)	x	x	x	5	1	1	15	-3
